RGS4 inh: Inhibitors of Regulator of G Protein Signaling (RGS) 4: qHTS; Regulator of G-protein signaling 4 (Homo sapiens), P49798; Transcreener GDP fluorescence polarization, RGS4-accelerated GTP hydrolysis; Potency, µM (doses to about 114 µM), for the others: at the top dose activity change, negative = inhibition, hits mostly inhibitors; 390,000 tested, 0.039% active; note: % is set by controls: 0 for no effect and ±100 for the full control effect; nearly all actives have a fitted effect of over 75% in size; some results filed as inactive show a strong effect at the top dose
Target sequence (P49798 whole entry, looked up): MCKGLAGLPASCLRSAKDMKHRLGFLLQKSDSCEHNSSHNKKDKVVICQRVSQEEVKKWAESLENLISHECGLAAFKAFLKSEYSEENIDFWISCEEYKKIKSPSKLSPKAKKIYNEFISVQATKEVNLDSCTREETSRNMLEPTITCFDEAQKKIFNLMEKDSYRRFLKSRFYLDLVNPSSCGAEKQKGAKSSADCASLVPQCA
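MLSMR compounds (23 nl, pin-transferred) preincubated 10 min at room temperature with a 500nM (2x) first reagent, then RGS4 at 900nM (2x) plus Transcreener GDP mix added; fluorescence polarization (620/688 nm) read before and after 90 min at 30 °C.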
PGK inhibitor: qHTS Assay to Find Inhibitors of Phosphoglycerate Kinase; Phosphoglycerate kinase, glycosomal (Trypanosoma brucei brucei), P07378; PGK/GAPDH coupled, Kinase-Glo luminescence, 60 min; Potency, µM (highest dose often 57.5 µM), inactives show at the highest dose activity change, negative = inhibition, usual class: inhibitors; 380,000 tested, 0.043% active; AID 602233, 2012; note: % is set by controls: 0 for no effect and ±100 for the full control effect; nearly all actives have a fitted effect of over 60% in size
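Luminescent ATP detection (Kinase-Glo Plus) follows a 60-minute room-temperature incubation, with wells lacking PGK as controls. Buffer: 100 mM TEA (pH 7.6), 5 mM MgCl2, 0.01% Tween-20. Coupling enzyme GAPDH (100 nM final) supplies unstable 1,3-BPG in-well.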
JMJD2A Tudor inh: qHTS Assay for Inhibitors of JMJD2A-Tudor Domain; Lysine-specific demethylase 4A (Homo sapiens), O75164; AlphaScreen JMJD2A-Tudor / H3K4me3 peptide binding; Potency, µM (titrated, usually from 114 µM), without a hit: top-dose activity change, negative = inhibition, usual class: inhibitors; 390,000 tested, 4.4% active; note: % is set by controls: 0 for no effect and ±100 for the full control effect; nearly all actives have a fitted effect of over 50% in size
TrxR1 inh: qHTS Assay for Inhibitors of Mammalian Selenoprotein Thioredoxin Reductase 1 (TrxR1): qHTS | Thioredoxin reductase 1, cytoplasmic (Rattus norvegicus), O89049 | AID 588453, 2011 | 390,000 tested, 1% active | recombinant rTrxR1, NADPH fluorescence consumption, selenite substrate | Potency, µM (highest dose often 114 µM), for inactives: at the highest dose activity change, negative = inhibition, most hits filed as inhibitors; note: % is set by controls: 0 for no effect and ±100 for the full control effect; nearly all actives have a fitted effect of over 65% in size
Target sequence (O89049 whole entry, looked up): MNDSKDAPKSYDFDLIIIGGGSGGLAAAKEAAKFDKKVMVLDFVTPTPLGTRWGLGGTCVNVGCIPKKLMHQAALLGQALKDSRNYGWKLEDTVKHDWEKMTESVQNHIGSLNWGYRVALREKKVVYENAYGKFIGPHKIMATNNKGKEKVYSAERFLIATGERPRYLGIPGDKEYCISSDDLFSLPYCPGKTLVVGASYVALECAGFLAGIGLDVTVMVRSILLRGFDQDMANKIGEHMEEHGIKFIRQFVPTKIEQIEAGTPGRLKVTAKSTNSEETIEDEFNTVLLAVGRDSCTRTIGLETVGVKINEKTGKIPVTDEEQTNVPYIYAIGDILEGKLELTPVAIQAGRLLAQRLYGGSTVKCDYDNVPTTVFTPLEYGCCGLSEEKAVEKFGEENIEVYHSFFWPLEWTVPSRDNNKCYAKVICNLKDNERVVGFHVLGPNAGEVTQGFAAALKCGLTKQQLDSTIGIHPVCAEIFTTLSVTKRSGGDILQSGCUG
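Rat TrxR1 (90 nM in the dispensed reagent) was pre-reduced with 400 uM NADPH for 5 min at room temperature, then incubated with compound for 15 min. After 400 uM selenite was added, NADPH fluorescence (Ex 340/Em 450 nm) was followed for 8 min.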
HP1b binding inh: HTS for Inhibitors of HP1-beta Chromodomain Interactions with Methylated Histone Tails. Chromobox protein homolog 1 (Homo sapiens), P83916. AlphaScreen HP1-beta / biotin-H3K9me3 peptide binding. Potency, µM (highest dose often 114 µM), without a hit: at the top dose activity change, negative = inhibition, usual class: inhibitors. 390,000 tested, 0.56% active. AID 540317, 2011; note: nearly all actives have a fitted effect of over 70% in size; inactives centre near 23
Target sequence (P83916 whole entry, looked up): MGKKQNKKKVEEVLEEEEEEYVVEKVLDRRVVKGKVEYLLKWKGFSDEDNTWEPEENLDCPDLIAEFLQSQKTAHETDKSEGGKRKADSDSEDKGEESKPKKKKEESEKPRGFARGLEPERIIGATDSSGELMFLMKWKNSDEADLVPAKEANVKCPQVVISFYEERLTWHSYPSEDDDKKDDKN
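Compound inhibition of the preformed complex between 50 nM HP1-beta and 50 nM biotinylated H3K9me3 peptide was read by AlphaScreen. Buffer was PBS pH 7.4 with 0.01% Tween-20. Incubations ran 30 min at room temperature, with 10 ug/mL donor/acceptor beads.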
ALOX12 inh: Primary qHTS assay for inhibitors of human arachidonate 12S-lipoxygenase (ALOX12): Round 2; Polyunsaturated fatty acid lipoxygenase ALOX12 (Homo sapiens), P18054; purified 12hLO, xylenol orange hydroperoxide absorbance; Potency, µM (top dose mostly 108 µM), without a hit: at the top dose activity change, negative = inhibition, actives largely listed as inhibitors; 580,000 tested, 1.1% active; AID 1671190, 2021; note: % is set by controls: 0 for no effect and ±100 for the full control effect
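Purified human 12hLO at 150 nM in 25 mM Hepes, 0.01% Triton X-100, pH 7.0, preincubated 15 min at room temperature with compound. Reaction started with 40 uM arachidonic acid, 30 min at room temperature. Hydroperoxide measured by Fe-xylenol orange, 573/405 nm absorbance ratio.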
ERG Ets-DNA blk: qHTS for Small Molecule Inhibitors of the ERG Ets/DNA interaction; Transcriptional regulator ERG (Homo sapiens), P11308; fluorescence polarization, His-ERG Ets domain / labelled DNA; Potency, µM (titrated, usually from 76.9 µM), for inactives: at the highest dose FP activity, negative = inhibition, usual class: inhibitors; 370,000 tested, 0.028% active; AID 624246, 2012; active = well fitted inhibition curve with a large enough effect in the polarisation, with a control signal flat; inconclusive = small, poorly fitted or top-dose-only effect, or effect the other way, or a change in a side signal; inactive = no such curve, though single readings can be large or run the other way; the % refers to the polarisation;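 note: polarization taken with two DNA probes labelled with fluorescein and Texas red; % of control where 0% means no effect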
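His-tagged ERG Ets domain (1 uM in the protein solution; 300mM KCl, 50mM Tris-HCl, 1mM EDTA, 1mM DTT, pH 7.5) received compound, then a probe mix of 5 nM fluorescein-DNA and 100nM Texas-615-DNA. Fluorescence polarization was read for both dyes.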
Pin1 inh: qHTS Assay to Find Inhibitors of Pin1; Peptidyl-prolyl cis-trans isomerase NIMA-interacting 1 (Homo sapiens), Q13526; Pin1 FP peptide displacement, HiFluor488, 10 min; Potency, µM (top dose mostly 115 µM), inactives show at the highest dose activity, negative = inhibition, actives largely listed as inhibitors; 390,000 tested, 0.009% active; AID 504891, 2011; active = well fitted inhibition curve with a large enough effect in the polarisation, with a control signal flat, not every such curve was filed as active; inconclusive = small, poorly fitted or top-dose-only effect, or effect the other way, or a change in a side signal; inactive = no such curve, though single readings can be large or run the other way; the % refers to the polarisation; note: % is set by controls: 0 for no effect and ±100 for the full control effect
Target sequence (Q13526 whole entry, looked up): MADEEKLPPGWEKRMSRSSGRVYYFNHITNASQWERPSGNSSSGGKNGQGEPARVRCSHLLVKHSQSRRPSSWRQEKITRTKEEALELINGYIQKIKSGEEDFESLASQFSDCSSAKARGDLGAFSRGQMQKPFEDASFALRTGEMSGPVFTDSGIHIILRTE
GLS inhibitor: qHTS for Inhibitors of Glutaminase (GLS); GLS enzymatic activity, qHTS titration; Glutaminase kidney isoform, mitochondrial (Homo sapiens), O94925; Potency, µM (titrated, usually from 45.5 µM), for the others: at the top dose activity change, negative = inhibition, actives largely listed as inhibitors; AID 624170, 2012; 410,000 tested, 0.21% active; note: % is set by controls: 0 for no effect and ±100 for the full control effect
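hKGA in 45 mM KH2PO4 pH 8.2, 0.02% Tween-20 with pin-transferred compounds; 1 mM L-glutamine (stock) plus glutamate oxidase/HRP/Amplex Red coupling added. Fluorescence read initially and after 30 min at RT.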
The depositor's hits bear a star; i = inactive; ? = inconclusive; · = no result given; & = joins results of further samples; [ ] = dose if it differs, or a comment. Unless noted, calls come from the whole dose curve; as a rule, active = well fitted curve in the direction sought with a large enough effect; inconclusive = small, poorly fitted or top-dose-only effect, or another doubt; inactive = no such curve, though single readings can be large; an effect the other way counts as inactive or inconclusive. Potency is the fitted concentration of half-maximal effect. Some of the compounds tested. The share of hits here may be higher or lower than overall.

compound,RGS4 inh,PGK inhibitor,JMJD2A Tudor inh,TrxR1 inh,HP1b binding inh,ALOX12 inh,ERG Ets-DNA blk,Pin1 inh,GLS inhibitor
COc1ccccc1OCC(=O)Nn1c(=S)[nH]c2ncccc2c1=O,-0.2%,-0.1%,-12.1%,?,34.2%,3.4%,1.0%,-5.1%,-3.7%
O=C(CN1C(=O)C2(SCC(=O)N2c2cccc(Cl)c2)c2ccccc21)NCCc1ccccc1 (stereo not given),-6.0%,2.9%,-23.0%,22.1%,35.1%,0.1%,1.1%,31.7%[activator],4.5%
Cc1cc(NCc2ccccn2)n2c(nc3ccccc32)c1C#N,7.0%,-8.8%,8.6%,64.0%[activator],76.1%[activator],-1.1%,-9.9%,·,-9.4%
Cc1ccc(C)c(-n2ccnc2SCC(=O)O)c1,-23.4%,-12.6%,5.8%,0.2%,26.7%,?,2.8%,3.6%,-9.1%
COc1ccc(N2CC(C(=O)Nc3cc(C)on3)CC2=O)cc1 (stereo not given),11.6%,-7.0%,-0.6%,15.7%,25.3%,5.2%,·,-7.5%,-3.3%
Cc1ccccc1S(=O)(=O)N1[C@@H](c2ccc(F)cc2)C(C(=O)O)=CC[C@H]1c1ccc(Cl)cc1,-8.6%,-8.9%,-24.5%,21.6%[57.1 µM],44.5%[activator],-13.4%,11.9%,?,40.9%[activator]
Oc1nc(Nc2ccc(F)cc2)sc1/C=C1\C=Nc2ccccc21,17.2%,-1.6%,-19.7%,7.0%,20.3%,-27.1%,2.3%,-12.5%,3.0%
CCOC(=O)c1cnc2c(-c3ccc(Cl)cc3)cnn2c1C,-25.4%,-5.6%,14.5%,10.7%[57.1 µM],53.9%[activator],-4.7%,-0.6%,-12.0%,-10.7%
O=C(c1ccc(NC2=NC3CS(=O)(=O)CC3S2)cc1)N1CCN(c2ccc(F)cc2)CC1 (stereo not given),20.5%,-6.7%,-6.3%,20.3%[57.1 µM],32.4%,?,1.6%,-9.2%,12.0%
COc1cn(-c2ccccc2)nc1C(=O)Nc1ccc(C)cc1Cl,-43.6%,-4.2%,?,25.3%,23.2%,-14.4%,-5.8%,?,-2.5%
NC(=O)COC(=O)c1ccc(-c2ccccc2)cc1,-15.7%,i,2.1%,10.4%,24.4%,0.7%,6.5%,-2.5%,0.7%
O=C(O)Cc1c(O)ccc2ccccc12,-7.8%,5.9%,-3.4%,-1.3%[57.1 µM],29.6%,?,-1.7%,3.1%,-3.4%
O=C(Nc1nc(-c2ccccc2)cs1)c1ccccc1F,3.0%,-1.8%,16.7%,12.6%,61.4%[activator],13.9%,6.5%,-1.3%,-8.1%
CCc1cc(=O)oc2c(C)c(O)c(CN(C)C)cc12,1.2%,-7.8%,-17.5%,-7.2%,28.0%,-8.2%,2.8%,-7.2%,64.4%[activator]
COc1ccc(/C=N/NC(=O)c2ccoc2C)cc1CN1CCN(c2ccc(F)cc2)CC1,1.3%,-9.3%,?,15.1%,?,-21.3%,-6.2%,?,13.9%
CC(=O)Nc1nc(N(C)C)nc(N(C)C)n1,-23.6%,i,-0.7%,3.3%[57.1 µM],63.1%[activator],9.9%,7.8%,-4.5%,-8.3%
COc1ccc(S(=O)(=O)N2CCN(C)CC2c2ccccc2)cc1 (stereo not given),-11.2%,i,-20.3%,16.9%,30.0%,-6.8%,4.8%,-7.6%,2.4%
CCCn1cc2c(c1-c1cccc(C)c1)c(=O)n(C)c(=O)n2C,-0.1%,-4.3%,-19.4%,-4.7%,24.1%,-21.9%,-1.2%,-13.8%,0.7%
Cc1cccc(Cn2cc(S(=O)(=O)c3ccccc3)c(=O)c3cc(F)c(N4CCOCC4)cc32)c1,3.3%,7.9%,-16.5%,6.8%,58.2%[activator],3.0%,10.4%,6.7%,0.0%
Cc1ccc(OCc2cc(C(=O)N(C)CCc3ccccn3)no2)cn1,-4.9%,3.1%,2.8%,-1.8%,37.6%,-0.5%,-3.5%,-10.5%,-5.0%
CCOC(=O)c1ccc(NC(=S)N(CCN2CCCCCC2)Cc2ccco2)cc1,-23.5%,-7.1%,?,-5.6%,6.7%,?,-1.8%,-0.3%,7.4%
CNC(=O)C1C2C=CC3(O2)C1C(=O)N(CCOC)C3C(=O)NCc1ccc(OC)cc1 (stereo not given),-1.4%,-1.5%,-4.4%,2.1%,25.8%,2.6%,-1.7%,2.8%,-2.0%
CCS(=O)(=O)c1nc(S(=O)(=O)c2ccc(Cl)cc2)c(NCc2ccccc2Cl)s1,20.2%,-8.9%,-14.8%,0.5%,6.9%,-16.0%,1.1%,12.2%,12.3%
Cc1ccc(C(=O)OCC(=O)Nc2ncc(Cl)cc2Cl)cc1NC(=O)c1ccco1,-2.4%,-3.0%,?,-19.8%[57.1 µM],13.9%,?,13.1%,?,-6.6%
CC(=O)c1ccc(NC(=O)COC(=O)CCc2ccc(S(=O)(=O)N3CCOCC3)cc2)cc1,-32.1%,-19.8%,5.6%,1.6%,21.0%,-16.7%,1.1%,-0.6%,0.1%
Cc1cc(NC(=O)COC(=O)c2cc3c(s2)CCC(C)C3)no1 (stereo not given),15.7%,-3.9%,-10.3%,17.7%,27.1%,?,0.1%,14.9%,0.1%
CCC(CC)c1nn2cc(-c3ccccc3)nc2s1,3.1%,-5.9%,33.3%,9.1%,42.6%[activator],-1.5%,3.2%,-6.6%,-12.7%
O=C1CCn2nc(-c3ccc(Cl)cc3)cc2N1,-13.6%,-2.6%,-2.8%,14.2%[57.1 µM],26.5%,3.9%[57.4 µM],8.6%,-10.1%,-1.4%
CCOC(=O)c1c(C)oc2nc(C)nc(NCC3CCN(Cc4ccc(Cl)cc4)CC3)c12,-7.8%,-1.2%,-29.4%,10.6%,17.4%,-25.4%,0.0%,8.9%,0.6%
CCOC(=O)c1c(N)sc(C(=O)N2CCCC(C(N)=O)C2)c1C (stereo not given),-11.3%,0.1%,4.5%,-8.3%,44.8%[activator],66.1%[activator],5.1%,1.2%,22.2%
Cc1ccn2cc(CSc3ccccc3N)nc2c1,?,-2.9%,-15.2%,23.6%,24.5%,1.4%,1.2%,0.3%,12.8%
Cc1ccc2c(=O)cc(C(=O)Nc3ccc(S(=O)(=O)N4CCCCC4C)cc3)oc2c1C (stereo not given),1.5%,i,-13.9%,17.3%,23.0%,0.5%&-10.9%,-2.0%,-2.5%,-1.2%
COc1ccc(CC(=O)Nc2ccc(C(=O)NC(C)(C)C)cc2)cc1,-44.0%,-10.0%,-10.6%,16.1%,28.0%,2.7%&-8.5%,-6.7%,11.6%,0.3%
CC(=O)N=c1c(C#N)cc2c(=O)n3cccc(C)c3nc2n1Cc1ccco1,-30.2%,-10.4%,-16.9%,-17.2%,40.0%[activator],0.0%,-1.3%,25.2%,-3.4%
CCN(c1ccccc1)S(=O)(=O)c1ccc2[nH]cc(C(=O)N3CCOCC3)c(=O)c2c1,5.7%,-19.7%,?,-13.1%,-12.8%,i,0.6%,-0.8%,-0.1%
Cc1cc(C)c(C)c(S(=O)(=O)Nc2ccc(C(=O)N3CCCC3)cc2)c1C,?,i,-15.2%,-5.4%,4.9%,1.0%,-6.1%,-4.9%,6.6%
CC1C(=O)N2CCCc3cc(NC(=O)C(=O)NCCc4ccccc4)cc1c32 (stereo not given),-14.6%,i,-17.8%,-18.0%[57.1 µM],14.8%,8.2%,-6.1%,0.3%,-12.1%
Cc1ccc(S(=O)(=O)CC(=O)N2CCN(c3ccc(F)cc3)CC2)cc1,-19.2%,3.5%,-9.2%,6.2%,20.9%[57 µM],-6.0%,1.9%,4.5%,?
COCCN(C(=O)Cc1cccs1)C(C(=O)NCc1ccc(OC)cc1)c1ccc(OC)cc1 (stereo not given),-6.1%,-1.3%,-5.2%,10.4%,18.4%,0.9%,·,-7.2%,-10.2%

Laid out differently: entries from further up
Under each structure: RGS4 inh, PGK inhibitor, JMJD2A Tudor inh, TrxR1 inh, HP1b binding inh, ALOX12 inh, ERG Ets-DNA blk, Pin1 inh, GLS inhibitor
Cc1ccn2cc(CSc3ccccc3N)nc2c1
→ ?, -2.9%, -15.2%, 23.6%, 24.5%, 1.4%, 1.2%, 0.3%, 12.8%
COCCN(C(=O)Cc1cccs1)C(C(=O)NCc1ccc(OC)cc1)c1ccc(OC)cc1 (stereo not given)
→ -6.1%, -1.3%, -5.2%, 10.4%, 18.4%, 0.9%, ·, -7.2%, -10.2%
